AddAB inh – growth inhibition of E. coli expressing H. pylori AddAB, primary screen, AddAB inhibitor project, absorbance; inhibition, % at 11.9 µM; 0.29% of 330,000 active; AID 435030, 2010; in the data active = inhibition above about 12%;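 also: 0% = vehicle wells of infected cells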
Tat transport – E. coli Tat export inhibitors, primary screen, MC4100, TorA-mCherry reporter, fluorescence, single point. 0.036% of 340,000 active. inhibition, % at 10 µM. AID 488895, 2010;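 active = mean replicate inhibition at least 50% and at least half of replicates individually reaching 50%; inconclusive = only one of the two criteria met; inactive = neither criterion met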;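 also: exported cargo escapes ClpAP degradation while cytoplasmic cargo is degraded and loses fluorescence; 0% = median of neutral control wells and 100% = median of NaSCN control wells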
DAGLB inhibitor – DAGLB lipase inhibitors, primary screen, biochemical, fluorescence, HTS | inhibition, % at 5.17 µM | HEK293T DAGLB membrane lysate, EnzChek fluorogenic substrate | Diacylglycerol lipase-beta (Homo sapiens), Q8NCG7 | 0.059% of 340,000 active; in the data active = inhibition above about 34%;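 also: 0% = enzyme with vehicle and 100% = wells lacking enzyme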
Target sequence (Q8NCG7 whole entry, looked up): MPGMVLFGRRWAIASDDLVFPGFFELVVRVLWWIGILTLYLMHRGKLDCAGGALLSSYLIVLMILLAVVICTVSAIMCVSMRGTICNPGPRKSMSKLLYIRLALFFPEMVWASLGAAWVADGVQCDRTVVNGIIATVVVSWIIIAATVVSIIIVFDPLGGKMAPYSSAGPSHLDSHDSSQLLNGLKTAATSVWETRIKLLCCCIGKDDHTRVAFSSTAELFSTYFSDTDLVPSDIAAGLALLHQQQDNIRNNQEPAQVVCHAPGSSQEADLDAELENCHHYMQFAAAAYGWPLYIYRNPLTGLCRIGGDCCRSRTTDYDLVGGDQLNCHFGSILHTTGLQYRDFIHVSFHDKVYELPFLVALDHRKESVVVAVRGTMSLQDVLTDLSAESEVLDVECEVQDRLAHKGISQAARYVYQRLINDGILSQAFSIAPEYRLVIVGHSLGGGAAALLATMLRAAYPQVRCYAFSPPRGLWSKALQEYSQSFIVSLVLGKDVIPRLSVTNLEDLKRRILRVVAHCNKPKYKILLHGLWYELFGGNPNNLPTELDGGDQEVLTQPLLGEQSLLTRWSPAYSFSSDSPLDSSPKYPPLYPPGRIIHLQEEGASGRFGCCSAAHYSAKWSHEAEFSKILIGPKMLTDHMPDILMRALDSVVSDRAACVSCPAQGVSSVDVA
CAL PDZ FP – CAL PDZ peptide-binding inhibitors, primary screen, biochemical, fluorescence polarization, Cer-tagged CAL PDZ, HTS | Golgi-associated PDZ and coiled-coil motif-containing protein (Homo sapiens), Q9HD26 | purified CAL PDZ, TMR-peptide fluorescence polarization, 1 h | inhibition, % at 20 µM | 0.02% of 330,000 active | AID 504414, 2011;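 active = highest replicate inhibition of at least 40%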;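 also: plate controls were DMSO neutral control wells for no effect and unlabeled competitor peptide control wells for full effect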
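material = purified tagged CAL PDZ domain construct (CerCALP) | buffer or medium = sodium phosphate/NaCl buffer pH 7.4 with TCEP, IgG, Thesit | reagent = TMR-labelled reporter peptide T*-PRC34 bound in PDZ groove | incubation = 1 h room-temperature incubation prior to read | measured by = fluorescence polarization (mP) | evaluation = percent inhibition from loss of millipolarization | control set = unlabelled peptide and DMSO controls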
phage Ecoli inh – growth loss of phage-infected E. coli, primary screen, RecBCD inhibitor project, absorbance, with phage, HTS; 0.26% of 360,000 active; inhibition, % at 11.9 µM; AID 651602, 2012; in the data active = inhibition above about 11%
Rtt109 Vps75 – inhibitors of C. albicans Rtt109/Vps75 HAT, primary screen, biochemical, ThioGlo CoA-SH fluorescence, plate reader. Histone acetyltransferase RTT109 (Candida albicans (strain SC5314 / ATCC MYA-2876)), …. purified Rtt109/Vps75, 4 h. inhibition, % at 34.9 µM. 0.16% of 330,000 active. AID 540336, 2011;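 active = inhibition of at least 50% in every replicate; inconclusive = best replicate reaches 50% inhibition but some replicates fall short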
Target sequence (Q5AAJ8 whole entry, looked up): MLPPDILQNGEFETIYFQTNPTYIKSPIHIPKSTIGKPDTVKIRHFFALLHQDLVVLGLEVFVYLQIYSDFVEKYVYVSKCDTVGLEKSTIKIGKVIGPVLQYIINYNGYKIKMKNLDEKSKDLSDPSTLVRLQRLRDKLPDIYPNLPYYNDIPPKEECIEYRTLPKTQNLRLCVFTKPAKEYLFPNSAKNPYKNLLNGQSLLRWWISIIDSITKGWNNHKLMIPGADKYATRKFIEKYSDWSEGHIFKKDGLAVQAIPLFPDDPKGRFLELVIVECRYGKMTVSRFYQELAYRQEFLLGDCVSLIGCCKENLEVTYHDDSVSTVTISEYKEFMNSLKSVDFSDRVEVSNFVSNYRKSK
PfHsp90 set2 – growth inhibition of PfHsp90-expressing yeast, primary screen, antimalarial PfHsp90 inhibitor project, S. cerevisiae, BacTiter-Glo luminescence, single point, set 2; BacTiter-Glo ATP, 48 h; yeast lacking PDR1 and PDR3 efflux regulators; 0.32% of 310,000 active; inhibition, % at 9.4 µM;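 active = every replicate shows inhibition above about 80%, whatever the replicate mean, limit read from the data; inconclusive = mean inhibition reaches the set limit but some replicate falls short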;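 also: 0% = DMSO neutral controls and 100% = 20 µM radicicol positive controls; yeast relying on Plasmodium falciparum Hsp90 in place of its own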
E coli growth – E. coli V3065 growth inhibition, primary screen, counter-screen for AddAB inhibitor project, absorbance, OD600; 18 h; inhibition, % at 11.9 µM; 0.27% of 330,000 active; AID 449728, 2010;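 active = inhibition above the campaign's mean inhibition across all tested compounds plus 3 SD, cut at about 9.9% in these data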;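 also: uninfected addAB+ strain grown without phage in ampicillin broth; 0% = DMSO wells and 100% = ciprofloxacin 0.95 µg/ml wells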
Wnt bcat act – Wnt/beta-catenin pathway activators, primary screen, cell-based, plate reader, single point; Wnt/beta-catenin reporter cell assay, activator; activation, % at 9.35 µM; 1.2% of 300,000 active; in the data active = activation above about 30%, passing the limit was not always enough; inconclusive = no clear call, values can overlap the other calls;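 also: 0% = neutral control wells and 100% = positive control wells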
PvdQ acylase – P. aeruginosa PvdQ acylase inhibitors, primary screen, biochemical, fluorescence, plate reader and imaging, single point | PvdQ acylase [Pseudomonas aeruginosa LESB58] | purified PvdQ acylase | inhibition, % at 10 µM | 0.063% of 340,000 active; in the data active = inhibition above about 30%, passing the limit was not always enough; inconclusive = no clear call, values can overlap the other calls;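 also: 0% = vehicle neutral wells and 100% = reference inhibitor wells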
* hit, by the source's call.

How did Clc1cccc(N2CCN(Cc3ccc(Br)o3)CC2)c1 do in these assays?
Tat transport: inconclusive; DAGLB inhibitor: -13; phage Ecoli inh: 0.1; Rtt109 Vps75: 2; PfHsp90 set2: -8; Wnt bcat act: 0; PvdQ acylase: -9

How did CS(=O)(=O)c1ccccc1-c1nnc(NC(=O)C2=COCCO2)o1 do in these assays?
AddAB inh: 0.1; Tat transport: 5; DAGLB inhibitor: 1; CAL PDZ FP: -0.9; phage Ecoli inh: 2.0; Rtt109 Vps75: -2; E coli growth: 0.1; Wnt bcat act: 0; PvdQ acylase: -16

How did CCCOc1ccc(N2C(=O)C3ON(c4ccccc4)C(c4ccc(O)c(OC)c4)C3C2=O)cc1 (stereo not given) do in these assays?
AddAB inh: 0.2; Tat transport: 2; DAGLB inhibitor: -6; CAL PDZ FP: -1.7; phage Ecoli inh: 1.4; Rtt109 Vps75: 10; PfHsp90 set2: 24; E coli growth: -1.1; PvdQ acylase: -9

What do the screens show for `Cc1ccc(-c2nnc(NC(=O)c3ccco3)s2)cc1`?
AddAB inh: 4.2; Tat transport: 4; DAGLB inhibitor: -2; CAL PDZ FP: -1.8; phage Ecoli inh: 1.8; Rtt109 Vps75: -10; PfHsp90 set2: -63; E coli growth: 1.3; Wnt bcat act: 0; PvdQ acylase: -10

How did O=C(/C=C/c1ccc([N+](=O)[O-])cc1)/C=C/c1ccco1 do in these assays?
AddAB inh: 1.7; Tat transport: -6; DAGLB inhibitor: 10; CAL PDZ FP: -3.0; phage Ecoli inh: 0.0; Rtt109 Vps75: -7; PfHsp90 set2: 16; E coli growth: -1.9; Wnt bcat act: 0; PvdQ acylase: -2

Results for NC(=O)CC(NC(=O)Cc1cccc2ccccc12)c1ccc(N2CCc3ccccc3C2)c([N+](=O)[O-])c1 (stereo not given) ?
AddAB inh: 3.4; Tat transport: 6; DAGLB inhibitor: 19; CAL PDZ FP: 0.0; phage Ecoli inh: -3.0; Rtt109 Vps75: -1; PfHsp90 set2: -17; E coli growth: 0.1; Wnt bcat act: -1; PvdQ acylase: -2

What do the screens show for `Cc1ccc(C)c(Oc2ccc(S(=O)(=O)N3CCN(C)CC3)cn2)c1`?
AddAB inh: -2.4; Tat transport: -3; DAGLB inhibitor: 1; CAL PDZ FP: 0.9; phage Ecoli inh: 3.2; Rtt109 Vps75: -5; PfHsp90 set2: 14; E coli growth: -2.5; Wnt bcat act: -5; PvdQ acylase: -14

How did COc1ccc(CCNS(=O)(=O)c2cc3c4c(c2)CCN4C(=O)CC3)cc1 do in these assays?
AddAB inh: 1.4; Tat transport: -1; DAGLB inhibitor: -3; CAL PDZ FP: -0.5; phage Ecoli inh: 1.6; PfHsp90 set2: 29; E coli growth: 0.4; Wnt bcat act: 2; PvdQ acylase: 0

What do the screens show for `Cc1ccc(COC(=O)CCCN=C2NS(=O)(=O)c3ccccc32)cc1`?
AddAB inh: -3.1; Tat transport: -6; DAGLB inhibitor: -1; CAL PDZ FP: -2.5; phage Ecoli inh: 3.3; Rtt109 Vps75: 2; E coli growth: -1.8; Wnt bcat act: -4; PvdQ acylase: 4

What do the screens show for `CC(C)Oc1ccc(NC(=O)CCC(=O)O)cc1`?
AddAB inh: 1.7; Tat transport: -4; DAGLB inhibitor: -1; CAL PDZ FP: -1.2; phage Ecoli inh: 0.2; Rtt109 Vps75: -1; PfHsp90 set2: 12; E coli growth: -0.2; Wnt bcat act: 1; PvdQ acylase: 7

What do the screens show for `CO/N=C/C(NC(=O)c1ccc(C(F)(F)F)cc1)C(=O)OC` (stereo not given)?
AddAB inh: -0.3; Tat transport: -5; DAGLB inhibitor: -3; CAL PDZ FP: -1.4; phage Ecoli inh: 0.5; Rtt109 Vps75: -3; PfHsp90 set2: -16; E coli growth: 1.4; Wnt bcat act: 0; PvdQ acylase: -5

Results for COc1cccc(NC(=O)CN2C(=O)NC(Cc3c[nH]c4ccccc34)C2=O)c1 (stereo not given) ?
AddAB inh: -0.5; Tat transport: -12; DAGLB inhibitor: 1; CAL PDZ FP: -1.3; phage Ecoli inh: 2.2; Rtt109 Vps75: 2; PfHsp90 set2: 2; E coli growth: -0.4; Wnt bcat act: -1; PvdQ acylase: 8

Results for Cc1ccc2nc(-c3cccc(NC(=O)c4ccco4)c3)[nH]c2c1 ?
AddAB inh: 0.8; Tat transport: 2; DAGLB inhibitor: 0; CAL PDZ FP: -8.5; phage Ecoli inh: 1.9; Rtt109 Vps75: 14; PfHsp90 set2: -3; E coli growth: 0.4; PvdQ acylase: -3

What do the screens show for `CCn1cc(SCC(=O)N2CCOCC2)c2ccccc21`?
AddAB inh: -1.4; Tat transport: 7; DAGLB inhibitor: -4; CAL PDZ FP: -0.7; phage Ecoli inh: 1.8; Rtt109 Vps75: -17; PfHsp90 set2: 3; E coli growth: 0.4; Wnt bcat act: 16; PvdQ acylase: 2

Results for COC(=O)C(NS(=O)(=O)c1ccc(C)cc1)c1ccccc1 (stereo not given) ?
AddAB inh: 4.0; Tat transport: 5; DAGLB inhibitor: 0; CAL PDZ FP: -2.7; phage Ecoli inh: 1.2; PfHsp90 set2: 20; E coli growth: -0.3; PvdQ acylase: 6

What do the screens show for `Cn1c(=O)n(C)c2cc(NS(=O)(=O)c3ccccc3)ccc21`?
AddAB inh: 2.6; Tat transport: 1; DAGLB inhibitor: -1; CAL PDZ FP: 0.8; Rtt109 Vps75: -1; PfHsp90 set2: -7; E coli growth: 1.3; PvdQ acylase: -13

How did CCOc1ccc(/C=C(\C)C(=O)c2c(C)cc(C)[nH]c2=O)cc1 do in these assays?
AddAB inh: -1.0; Tat transport: -3; DAGLB inhibitor: 0; CAL PDZ FP: 0.4; phage Ecoli inh: -1.0; Rtt109 Vps75: 2; PfHsp90 set2: -8; E coli growth: -2.2; Wnt bcat act: 2; PvdQ acylase: -12

How did COc1ccc2[nH]c3c(c2c1)CCN1C(=O)C(CC(=O)NCCC2=CCCCC2)C[C@H](C(=O)N2CCCCC2)[C@@]31CCc1ccccc1 (stereo not given in full) do in these assays?
AddAB inh: -0.7; Tat transport: -1; DAGLB inhibitor: -2; CAL PDZ FP: -1.8; phage Ecoli inh: 4.2; Rtt109 Vps75: -7; PfHsp90 set2: -28; E coli growth: -1.2; Wnt bcat act: -6; PvdQ acylase: -4

Results for COc1ccc(NC2CC(=O)N(C(C)C)C2=O)cc1 (stereo not given) ?
AddAB inh: 3.8; Tat transport: -6; DAGLB inhibitor: 2; CAL PDZ FP: 0.9; phage Ecoli inh: 1.5; Rtt109 Vps75: -13; PfHsp90 set2: -10; E coli growth: 0.6; Wnt bcat act: -2; PvdQ acylase: -9

What do the screens show for `CC(C(=O)Nc1sc2c(c1C#N)CCCCC2)N1C(=O)c2ccccc2C1=O` (stereo not given)?
AddAB inh: 0.7; Tat transport: 7; DAGLB inhibitor: -7; CAL PDZ FP: -2.2; phage Ecoli inh: 0.7; Rtt109 Vps75: -5; PfHsp90 set2: 3; E coli growth: -1.6; Wnt bcat act: -1; PvdQ acylase: -8

How did CC(C)c1ccc(/C=C/C(=O)N2CCOCC2)cc1 do in these assays?
Tat transport: 2; DAGLB inhibitor: -3; CAL PDZ FP: -1.2; phage Ecoli inh: -0.4; Rtt109 Vps75: 0; PfHsp90 set2: 13; Wnt bcat act: 15; PvdQ acylase: -17

What do the screens show for `O=C(CSCc1ccc(Cl)cc1)Nc1cccc(C(=O)Nc2ccccc2C(=O)O)c1`?
AddAB inh: 0.0; Tat transport: 1; DAGLB inhibitor: 14; CAL PDZ FP: -6.5; phage Ecoli inh: 0.7; Rtt109 Vps75: 28; PfHsp90 set2: -17; E coli growth: -3.9; PvdQ acylase: 8

How did CCN(CC)C(=S)SCC(=O)c1ccccc1 do in these assays?
AddAB inh: 3.6; Tat transport: -1; DAGLB inhibitor: -2; CAL PDZ FP: -0.2; phage Ecoli inh: -0.5; Rtt109 Vps75: -4; PfHsp90 set2: -8; E coli growth: 0.7; PvdQ acylase: 4

Results for COc1ccccc1CCNC(=O)C(=O)NCC1OCCN1S(=O)(=O)c1cccs1 (stereo not given) ?
AddAB inh: 1.5; Tat transport: -1; DAGLB inhibitor: -1; CAL PDZ FP: -2.0; phage Ecoli inh: -0.1; Rtt109 Vps75: -16; PfHsp90 set2: -18; E coli growth: -1.0; Wnt bcat act: -3; PvdQ acylase: -2

What do the screens show for `O=C(c1noc2c1CCc1ccccc1-2)N1CCOCC1`?
AddAB inh: 1.2; Tat transport: 7; DAGLB inhibitor: -3; phage Ecoli inh: 1.6; Rtt109 Vps75: 6; PfHsp90 set2: 2; E coli growth: 0.9; Wnt bcat act: 19; PvdQ acylase: 5

How did CCOc1ccc(S(=O)(=O)N2CCN(C)CC2)cc1NC(=O)c1ccccc1F do in these assays?
AddAB inh: 1.8; Tat transport: 2; DAGLB inhibitor: -2; CAL PDZ FP: -1.6; phage Ecoli inh: 2.1; Rtt109 Vps75: -7; PfHsp90 set2: 8; E coli growth: 2.9; Wnt bcat act: -4; PvdQ acylase: -20

How did COCCNC(=O)CCc1nnc(Cc2ccc(-c3ccccc3)cc2)o1 do in these assays?
AddAB inh: -0.9; Tat transport: -4; DAGLB inhibitor: -3; CAL PDZ FP: -0.2; phage Ecoli inh: -4.5; Rtt109 Vps75: -11; PfHsp90 set2: -12; E coli growth: -0.1; Wnt bcat act: 5; PvdQ acylase: -9

Results for Cc1occc1-c1nnc(SCCCC(=O)c2ccc(F)cc2)n1C ?
AddAB inh: 1.9; Tat transport: -2; DAGLB inhibitor: 0; CAL PDZ FP: 0.1; phage Ecoli inh: 2.2; Rtt109 Vps75: 1; PfHsp90 set2: -2; E coli growth: -0.4; PvdQ acylase: 2

How did O=C(CCNC(=O)c1ccccc1Cl)Nc1ccc(S(=O)(=O)Nc2ncccn2)cc1 do in these assays?
AddAB inh: 6.6; Tat transport: 1; DAGLB inhibitor: -2; CAL PDZ FP: 7.2; phage Ecoli inh: 1.8; Rtt109 Vps75: -1; PfHsp90 set2: -4; E coli growth: -0.2; Wnt bcat act: -2; PvdQ acylase: 2

What do the screens show for `COc1ccccc1N1CCN(C(=O)C2CCN(S(=O)(=O)N3CCOCC3)CC2)CC1`?
Tat transport: 2; DAGLB inhibitor: -1; CAL PDZ FP: -0.6; phage Ecoli inh: 1.9; Rtt109 Vps75: -1; PfHsp90 set2: 8; PvdQ acylase: -7
